PglD inh – PglD (C. jejuni) enzyme inhibition; inhibition, % at 12.5 µM; 0.098% of 360,000 active; AID 602405; purified PglD enzyme, DTNB colorimetric CoA detection; in the data active = inhibition above about 16%, passing the limit was not always enough; also: strong numbers were not always called active
FN deposition inh – fibronectin deposition inhibition; inhibition, % at 12.6 µM; AH1F fibroblasts, Alexa488-fibronectin deposition fluorescence, overnight; AID 743247; 0.086% of 350,000 active;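 active = mean inhibition across replicates of 30% or more, regardless of how many single replicates reach that level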;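 also: positive control wells lacked labelled fibronectin entirely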
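test system = AH1F fibroblasts assembling fluorescent fibronectin matrix | quantity = 10000 AH1F cells per well | buffer or medium = DMEM plus 2% serum, read in PBS | doses = single dose, pinned | incubation = 1 h cell attachment, overnight exposure to compound and label | detection = fluorescence at 485 nm excitation, 525 nm emission | read-out basis = inhibition from reduced deposited-fibronectin fluorescence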
EWS-Fli block – inhibitors of EWS/Fli oncoprotein transcriptional activity; inhibition, % at 12.6 µM; 0.67% of 350,000 active; A673 NR0B1-luciferase reporter, viability-normalised;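 active = mean inhibition of at least 50% after viability correction, with every replicate also passing that limit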;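 also: firefly luciferase signal divided by Alamar Blue viability fluorescence both relative to DMSO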
ERAP1 inh – ERAP1 (human) enzyme inhibition; recombinant ERAP1, Leu-AMC fluorescence, 60 min; AID 652197; inhibition, % at 10.7 µM; 0.15% of 340,000 active;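 active = mean replicate inhibition of at least 30%, or all replicates individually reaching that 30% level; inactive = mean below 30% and not every replicate reaching it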;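 also: 0% = neutral control wells and 100% = L-leucinethiol positive control wells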
Target sequence (Q9NZ08 whole entry, looked up): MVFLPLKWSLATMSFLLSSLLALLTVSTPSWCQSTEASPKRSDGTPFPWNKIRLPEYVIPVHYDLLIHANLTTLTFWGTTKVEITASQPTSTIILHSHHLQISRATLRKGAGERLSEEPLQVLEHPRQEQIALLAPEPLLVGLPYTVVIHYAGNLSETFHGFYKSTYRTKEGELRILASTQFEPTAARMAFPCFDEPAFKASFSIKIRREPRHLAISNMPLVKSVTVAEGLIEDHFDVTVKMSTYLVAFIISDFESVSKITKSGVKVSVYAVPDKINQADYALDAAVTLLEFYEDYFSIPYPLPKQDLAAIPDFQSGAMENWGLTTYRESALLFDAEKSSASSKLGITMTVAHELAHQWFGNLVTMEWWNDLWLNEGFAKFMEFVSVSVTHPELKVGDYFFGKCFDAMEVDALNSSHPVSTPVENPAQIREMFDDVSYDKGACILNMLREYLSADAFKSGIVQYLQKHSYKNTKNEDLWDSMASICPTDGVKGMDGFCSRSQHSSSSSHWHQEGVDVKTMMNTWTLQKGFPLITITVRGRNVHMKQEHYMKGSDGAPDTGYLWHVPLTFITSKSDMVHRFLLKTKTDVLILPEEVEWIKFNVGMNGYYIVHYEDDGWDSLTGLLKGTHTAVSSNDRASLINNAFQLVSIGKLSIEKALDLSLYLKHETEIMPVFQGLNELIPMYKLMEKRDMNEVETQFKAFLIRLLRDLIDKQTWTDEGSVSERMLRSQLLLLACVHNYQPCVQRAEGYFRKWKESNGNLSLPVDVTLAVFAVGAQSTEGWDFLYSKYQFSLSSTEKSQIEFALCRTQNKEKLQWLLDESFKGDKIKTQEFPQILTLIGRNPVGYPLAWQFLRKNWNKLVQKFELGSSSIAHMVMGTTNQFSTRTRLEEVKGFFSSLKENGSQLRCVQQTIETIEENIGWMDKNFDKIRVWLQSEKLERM
PAX8 inh HTS – inhibitors of PAX8 transcriptional activity in RMG-I cells. AID 652154. RMG-I TPO-luciferase reporter, SteadyGlo, 24 h. 1.2% of 360,000 active. inhibition, % at 12.6 µM;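 active = mean replicate inhibition at least 60% with every replicate also reaching 60%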;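 also: luciferase light reporting Pax8 driven TPO promoter activity; plate controls were median of neutral control wells for no effect and mitoxantrone controls for full effect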
S100A4 MyoIIA – S100A4-myosin IIA interaction inhibition | inhibition, % at 10.7 µM | P26447 | S100A4/TAMRA-MyoIIA peptide fluorescence polarization | 0.14% of 360,000 active;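 active = mean inhibition of at least 70% across replicates, with every replicate also reaching that level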
Target sequence (P26447 whole entry, looked up): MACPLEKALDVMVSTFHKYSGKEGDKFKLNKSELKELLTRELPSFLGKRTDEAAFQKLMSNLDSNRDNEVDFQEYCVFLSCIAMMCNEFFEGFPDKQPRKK
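Assay system: human S100A4 monomer with TAMRA-labelled myosin IIA peptide / Buffer or medium: Calcium-containing HEPES buffer, pH 7.2 / Reagent: TAMRA-labelled myosin IIA heavy-chain peptide probe, 5 nM / Compound: one dose per compound / Timing: polarization read 5 min after assay mix addition, stable 5–60 min / Benchmarks: neutral control DMSO, positive control TFP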
PGC1a acetyl inh – modulators of PGC1a acetylation; U2OS PGC1a acetylation, AlphaScreen anti-acetyl-lysine; with virally co-expressed GCN5 acetyltransferase; inhibition, % at 15.6 µM; 0.17% of 350,000 active; AID 651687;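 active = every replicate shows inhibition of at least 40%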;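 also: 0% = neutral control wells and 100% = positive control wells; some results beyond the cut were filed as inactive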
LGR2 antag – Drosophila LGR2 receptor signaling inhibition | HEK293 LGR2, CRE-luciferase, bursicon-stimulated, 4 h | inhibition, % at 9.99 µM | 0.35% of 380,000 active;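 active = drop in luminescence signal, shown as inhibition above about 50% in the replicate tests, limit read from the data, passing the limit was not always enough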;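 also: agonist challenge used bursicon conditioned medium at about half maximal strength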
* hit, by the source's call; / = not tested or not shown.

SMILES | PglD inh | FN deposition inh | EWS-Fli block | ERAP1 inh | PAX8 inh HTS | S100A4 MyoIIA | PGC1a acetyl inh | LGR2 antag
CN(Cc1ccccc1)C(=O)c1nc2ccccn2c1CN1CCC(N2CCOCC2)CC1 | 1 | 8 | 4 | -4 | 11 | 4 | 0 | 16
CC(=O)c1cccc(-c2ccc3c(c2)C(C)(Cc2ccccc2F)C(=O)N3)c1 (stereo not given) | 3 | / | 8 | -2 | 14 | 5 | / | 23
CCN(C(=O)CSc1nc2cc(Cl)ccc2c(=O)n1Cc1ccco1)C1CCS(=O)(=O)C1 (stereo not given) | / | 1 | 5 | -8 | 14 | -4 | -5 | 10
COc1ccc(-n2cnnc2SCC(=O)Nc2cc(S(=O)(=O)N3CCCCC3)ccc2C)cc1 | -2 | -10 | 15 | / | 16 | / | / | 4
COc1cc(C(=O)N(C)C2CCCN(Cc3ccccc3F)C2)cc(OC)c1OC (stereo not given) | 3 | -4 | -4 | -5 | -5 | -9 | 12 | 17
CC(C)NC(=O)Nc1ccc2c(c1)C(=O)N([C@@H](C)CO)C[C@@H](C)[C@@H](CN(C)Cc1ccc3c(c1)OCO3)OCCCC[C@@H](C)O2 | -1 | 8 | 0 | -4 | 6 | 3 | 5 | -40
CO[C@H]1CN(C)C(=O)c2ccc(NC(=O)c3ccccc3)cc2OC[C@@H](C)N(C)C[C@H]1C | 2 | -7 | -2 | 0 | 0 | 15 | / | -12
O=C(Cc1ccccc1)NCC(=O)N1CCN(c2ccccc2F)CC1 | 2 | 6 | / | -3 | 1 | 0 | 0 | -1
CCOC(=O)c1c(C)[nH]c(C(=O)CN2C(=O)NC(C)(CC(C)C)C2=O)c1C (stereo not given) | / | 4 | -7 | 0 | 16 | -1 | / | /
C[C@@H]1CN([C@H](C)CO)S(=O)(=O)c2ccc(C3=CCCCC3)cc2O[C@@H]1CN(C)C(=O)c1ccccc1 | -4 | -5 | 11 | 2 | / | 8 | -1 | 12

Next part; the last 3 above are carried over.
SMILES | PglD inh | FN deposition inh | EWS-Fli block | ERAP1 inh | PAX8 inh HTS | S100A4 MyoIIA | PGC1a acetyl inh | LGR2 antag
O=C(Cc1ccccc1)NCC(=O)N1CCN(c2ccccc2F)CC1 | 2 | 6 | / | -3 | 1 | 0 | 0 | -1
CCOC(=O)c1c(C)[nH]c(C(=O)CN2C(=O)NC(C)(CC(C)C)C2=O)c1C (stereo not given) | / | 4 | -7 | 0 | 16 | -1 | / | /
C[C@@H]1CN([C@H](C)CO)S(=O)(=O)c2ccc(C3=CCCCC3)cc2O[C@@H]1CN(C)C(=O)c1ccccc1 | -4 | -5 | 11 | 2 | / | 8 | -1 | 12
C[C@H](CO)N1C[C@H](C)[C@@H](CN(C)Cc2ccc(C(F)(F)F)cc2)OCCCC[C@H](C)Oc2ccc(NC(=O)c3ccccc3)cc2C1=O | 0 | / | 35 | 1 | 67* | -48 | 15 | 10
C=CCN(C(=O)c1csnn1)C(C(=O)NCc1ccc(F)cc1)c1ccccc1F (stereo not given) | 6 | -5 | 11 | 0 | 3 | -1 | / | 4
CC(=O)NS(=O)(=O)c1ccc(NC(=O)c2ccc(Cl)cc2[N+](=O)[O-])cc1 | -4 | / | 2 | 11 | 17 | -3 | 1 | -11
CCCNC(=O)[C@@H]1[C@@H](CO)[C@@H]2Cn3c(ccc(-c4ccccc4)c3=O)[C@H]1N2C(=O)CC | / | / | 55* | 0 | / | 7 | 6 | 5
C=CCN(C(=O)CN1CCCCC1)c1nc(-c2ccccc2)cs1 | 1 | -5 | -48 | 1 | -51 | 21 | 9 | -18
CCCNC(=O)c1noc2c1CCc1ccccc1-2 | 1 | -3 | -87 | 2 | -164 | -1 | 0 | -41
CCCCSc1nc(N)nc2c1ncn2C1OC(CO)C(O)C1O (stereo not given) | -3 | -2 | -21 | 0 | -26 | -2 | -3 | /
NCC(=O)NCC(=O)NC[C@H]1O[C@@H](n2ccc(=O)[nH]c2=O)[C@H](O)[C@@H]1O | 1 | 5 | -22 | 2 | -12 | 3 | -17 | 8
COc1cccc(-c2nnc(NC(=O)CCS(=O)(=O)c3ccc(F)cc3)o2)c1 | / | -1 | -11 | -5 | 8 | -4 | -21 | 5
C[C@@H]1CN([C@@H](C)CO)C(=O)Cc2cc(NC(=O)NC3CCCCC3)ccc2O[C@@H]1CN(C)C(=O)Nc1ccccc1 | 0 | / | 1 | 4 | 10 | 14 | 6 | 2

2 entries from above, with values under each structure.
Below each SMILES: PglD inh | FN deposition inh | EWS-Fli block | ERAP1 inh | PAX8 inh HTS | S100A4 MyoIIA | PGC1a acetyl inh | LGR2 antag
- CCCCSc1nc(N)nc2c1ncn2C1OC(CO)C(O)C1O (stereo not given)
    -3 | -2 | -21 | 0 | -26 | -2 | -3 | /
- NCC(=O)NCC(=O)NC[C@H]1O[C@@H](n2ccc(=O)[nH]c2=O)[C@H](O)[C@@H]1O
    1 | 5 | -22 | 2 | -12 | 3 | -17 | 8

New compounds follow
SMILES | PglD inh | FN deposition inh | EWS-Fli block | ERAP1 inh | PAX8 inh HTS | S100A4 MyoIIA | PGC1a acetyl inh | LGR2 antag
O=[N+]([O-])c1ccc(N2CCN(CCOc3nonc3-c3ccccc3)CC2)c(Cl)c1 | -2 | / | 10 | -1 | / | -2 | 10 | -1
C[C@@H]1CN([C@H](C)CO)C(=O)c2cc(NC(=O)CCN3CCOCC3)ccc2O[C@@H]1CN(C)C(=O)Nc1ccc(F)cc1 | -1 | 1 | -3 | 0 | -14 | -2 | 4 | 4
COc1ccc2c3c([nH]c2c1)[C@@H](CO)N(C(=O)Nc1ccc(F)cc1)CC31CN(S(=O)(=O)c2cccc(C)c2)C1 | / | / | 32 | -6 | / | -2 | / | 30
O=C(CSc1nnnn1Cc1ccccc1)c1ccc(F)cc1 | 0 | -2 | -4 | 4 | -20 | -9 | -2 | 6
C[C@@H]1CCCCO[C@H](CN(C)C(=O)CCC(F)(F)F)[C@H](C)CN([C@@H](C)CO)C(=O)c2cc(NS(=O)(=O)c3ccc(F)cc3)ccc2O1 | -2 | 0 | 9 | 5 | -2 | -2 | -21 | 15
COc1ccc(C(=S)N2CCN(c3ccccc3C)CC2)cc1OC | 2 | 1 | 13 | 0 | 5 | -4 | 11 | -3
COc1ccccc1NS(=O)(=O)c1cccc(C(=O)NCC(C)(C)N2CCOCC2)c1 | -1 | / | / | -5 | 12 | 8 | / | -2
CN1C(=O)c2cc(NC(=O)c3ccccc3Cl)ccc2OC[C@H]2O[C@@H](CC(=O)NCC(F)(F)F)CC[C@H]21 | 6 | 1 | 1 | -1 | -19 | 0 | / | 12
FC(F)Oc1ccc(NC(=S)NCc2cccnc2)cc1 | / | -9 | 8 | 0 | -18 | -4 | -10 | 14
CCOc1ccc(C(=O)Cc2cc(OC)c(OC)cc2[N+](=O)[O-])cc1 | 2 | / | -61 | 6 | / | 1 | -1 | 1
O=C(Nc1cccc2ccccc12)c1csc([C@@H]2O[C@H](CO)[C@@H](O)[C@H]2O)n1 | 1 | 1 | -4 | -4 | -12 | 2 | -2 | -4
NC(=O)C1CCN(c2nc(C3CC3)nc3c2nnn3Cc2ccccc2Cl)CC1 | -2 | -3 | / | / | / | / | -1 | -4
COc1ccc(-c2coc(CCC(=O)N3CCN(c4cc(C)ccc4C)CC3)n2)cc1 | -4 | 3 | 3 | 1 | 6 | -4 | 8 | -8
CCCC(=O)Nc1sc(C(=O)Nc2cccc(N)c2)c(C)c1C(=O)OC | 0 | -13 | 2 | -3 | -84 | -4 | -49 | -31
COC(=O)c1ccc(-c2csc(NC(=O)C3=COCCO3)n2)cc1 | -4 | 8 | / | -2 | -49 | -3 | 9 | -11
Cc1cccnc1NS(=O)(=O)c1ccccc1 | 1 | 10 | -10 | 1 | -8 | 2 | 9 | 11
COc1cc(OC)cc(-c2nnc(N(C)C(=O)c3ccncc3)s2)c1 | / | / | -10 | 0 | -8 | 6 | / | -5
N#Cc1ccccc1OCC(=O)NCCNC(=O)COc1ccccc1C#N | 5 | -5 | -9 | -6 | 12 | -2 | -3 | -9
O=C(CN1CCN(C(=O)C2CC2)CC1)Nc1ccc(Cl)cc1F | / | 3 | 3 | -1 | -1 | 0 | / | 13
COc1ccccc1NC(=O)C1CCN(c2ncnc3c2nc2n3CCCCC2)CC1 | -5 | -6 | 11 | 3 | 8 | 13 | -17 | 2
CC(C)C1N=C2c3ccccc3N=C(SCC#N)N2C1=O (stereo not given) | -2 | -14 | / | / | 6 | / | 2 | /
COc1ccc2nc(SCC(=O)NC3CCCC3)c(C)cc2c1 | -3 | 7 | 55* | -6 | 14 | 1 | 1 | 3
Brc1ccc(-c2noc3c2-c2nc(C4CCCCC4)sc2CC3)cc1 | 5 | 0 | -6 | / | -5 | / | -2 | 3
Cc1cc(/C=N\NC(=O)CC(=O)NC2CCCCC2)c(C)n1-c1cccc(Cl)c1Cl | 1 | -1 | / | / | 8 | / | -16 | 5
CCC(C(=O)NC(C)(C)C)N(Cc1ccc(F)cc1)C(=O)c1snc(C(N)=O)c1N (stereo not given) | -2 | -7 | 13 | 9 | 32 | 2 | -9 | 4
O=C1c2cccc3cccc(c23)C(=O)N1CCCc1n[nH]c(=S)n1-c1ccccc1 | / | 1 | -6 | -3 | 10 | 5 | 12 | -6
CC(C)c1nc(SCC(=O)NC2CCCC2)c2ccccc2n1 | 0 | 8 | 11 | -1 | 3 | -1 | 2 | 10
O=C(NCC(O)c1ccccc1)Nc1cccs1 (stereo not given) | 2 | -3 | -40 | -1 | -46 | -2 | 19 | -15
COc1cc(C(=O)Nc2ccc3nc4n(c(=O)c3c2)CCCCC4)cc(OC)c1OC | 1 | 6 | / | -3 | -36 | 1 | 0 | -36
Cc1ccc(NCc2ccccc2O)c(C)c1 | / | / | 2 | 11 | 1 | -12 | / | -7
CC(=O)N1CCOc2ccc(S(=O)(=O)NCCc3cccc(C)c3)cc21 | 0 | 1 | 1 | 0 | -2 | -1 | 1 | 1
O=C(NC1CCCCC1)c1ccc(-c2cn[nH]c2)c2ccoc12 | -20 | 18 | -89 | 0 | -175 | -2 | -2 | -68
NC(=O)NC(CC(=O)NNC(=O)c1cccs1)c1ccc(Cl)cc1 (stereo not given) | -1 | -3 | 16 | 3 | -15 | 0 | 6 | 5
CO[C@@H]1CN(C)C(=O)c2cc(NS(=O)(=O)c3ccccc3)ccc2OC[C@@H](C)N(C)C[C@@H]1C | -4 | 5 | -6 | / | 0 | / | / | 15
Cc1c2ccccc2nc2c(F)c(NCCO)c(F)c(F)c12 | -3 | -4 | / | / | -75 | / | -6 | -29
C[C@@H]1CCCCO[C@@H](CN(C)C(=O)Nc2ccc(C(F)(F)F)cc2)[C@@H](C)CN([C@H](C)CO)C(=O)c2cc(NC(=O)c3ccccc3)ccc2O1 | 3 | / | -11 | -5 | 9 | 5 | / | -3

Four records drawn at random from the list so far, as already listed:
SMILES | PglD inh | FN deposition inh | EWS-Fli block | ERAP1 inh | PAX8 inh HTS | S100A4 MyoIIA | PGC1a acetyl inh | LGR2 antag
COC(=O)c1ccc(-c2csc(NC(=O)C3=COCCO3)n2)cc1 | -4 | 8 | / | -2 | -49 | -3 | 9 | -11
O=C(Nc1cccc2ccccc12)c1csc([C@@H]2O[C@H](CO)[C@@H](O)[C@H]2O)n1 | 1 | 1 | -4 | -4 | -12 | 2 | -2 | -4
CCN(C(=O)CSc1nc2cc(Cl)ccc2c(=O)n1Cc1ccco1)C1CCS(=O)(=O)C1 (stereo not given) | / | 1 | 5 | -8 | 14 | -4 | -5 | 10
NC(=O)C1CCN(c2nc(C3CC3)nc3c2nnn3Cc2ccccc2Cl)CC1 | -2 | -3 | / | / | / | / | -1 | -4

Screening results deposited in PubChem by Broad Institute.
